NOD2 inhibition = NOD2 signaling inhibitors, cell-based, luminescence, uHTS, HEK293 (AID 1566); HEK293 NOD2/NF-kB luciferase reporter, luminescence; higher % means a stronger effect; inhibition, % at 4 µM; hits with a dose series show EC50 in µM; 0.63% of 290,000 active; in the data active means inhibition above about 50%; further: many of its hits are not listed in these tables
Dynein transport = blocks dynein driven cargo transport along microtubules. 3617.4 mouse cells, GR-EGFP nuclear translocation imaging; test concentration mostly 20 µM; stimulated with dexamethasone, 1 µM; active compounds read low. 0.47% of 220,000 active. z-score, hits read low. AID 1381;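 active means plate z-score of nuclear minus cytoplasmic receptor signal below a set negative limit, without overly bright fluorescence or cell loss, cut at about -3.5 in these data, passing the limit was not always enough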;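 further: z-score of nuclear minus cytoplasmic ring GR-EGFP intensity difference per well; some compounds called inactive have numbers as strong as hits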
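Buffer or medium: tet-free, stripped-serum medium; reagent: dexamethasone at 1.0 µM final, 30 min; incubation: 48 h induction, 1 h compound, 30 min dex at 37 °C; measured by: formaldehyde fixation, Hoechst nuclear stain, 10x automated fluorescence imaging; read-out: nuclear-to-cytoplasmic GR-EGFP distribution per well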
WT yeast gro inh = growth inhibition of WT yeast, mitochondrial fusion screen | mitochondrial fusion phenotypic screen, WT strain | inhibition, % at 10 µM | 2.1% of 190,000 active | AID 1362; in the data active means inhibition above about 58%; tested in S. cerevisiae
Autophagy mod = modulators of autophagy. AID 463193. MEF GFP-LC3 puncta imaging; test concentration mostly 10 µM. calls only at 10 µM (by protocol). 0.98% of 190,000 active;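 active means percentage of spot-positive cells more than 3 SD above its plate mean, without a fluorescence outlier flag or 80% toxicity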;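 further: spot-positive cell cutoff set from DMSO-treated cells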
Insulin prom up = MIN6 insulin promoter up-regulation. MIN6 insulin promoter-GFP reporter, high-content imaging; active compounds read high. z-score at 5 µM. 0.3% of 190,000 active;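 active means z-score above 3 at 5 µM with at least 500 cells counted in the well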
MT stabilize HCS = microtubule stabilization, imaging screen. HeLa tubulin immunostaining HCS, 24 h; share of cells brighter than vehicle mean+2SD. % tubulin-high responders, % at 10 µM. 0.83% of 200,000 active;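 active means plate Z-score above 3 for both tubulin-high and condensed-nucleus cell shares, with cell loss under 80%, at 10 µM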;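 further: anti alpha tubulin signal scored within the nucleus-defined area of each cell; some results filed as inactive read as strong as hits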
Yfh1-off respiration = mitochondrial function rescue without frataxin homolog – Friedreich's ataxia, plus single-dose screen, dose response (AID 1465) | S. cerevisiae Yfh1-off respiration, WST-1 reduction, 72 h; higher fold induction means a stronger effect | fold induction at 50 µM; hits with a dose series show EC50 in µM | 0.074% of 220,000 active;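 active means fold induction of absorbance versus untreated yeast above a set limit, then at least 30% activation at any dose in follow-up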;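 further: activators that raise dye reduction in frataxin-depleted yeast; strong numbers were not always called active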
b-catenin transl = alters nuclear translocation of beta-catenin in HeLa cells; immunofluorescence imaging; nuclear translocation activity, % at 5 µM; 0.3% of 190,000 active; AID 1665;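 active means nuclear translocation activity above 50% at 5 µM, with a well cell count of 50 or more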;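 further: per-cell ratio of nuclear to cytoplasmic median beta-catenin stain intensity; plate controls were DMSO negative control for no effect and GSK-3 inhibitor IX positive control for full effect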
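Technique: fluorescence imaging of beta-catenin antibody stain plus DAPI / Material: human HeLa cell line / Incubation: compound treatment 24 h, 37°C, 5% CO2 / Read-out basis: % activation of per-cell nuclear versus cytoplasmic median beta-catenin signal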
Hep lipid drop = hepatic lipid droplet formation modulation; 0.4% of 240,000 active; AML12 mouse hepatocytes, oleate lipid droplets, BODIPY imaging; inhibition, % at 6.5 µM;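 active means lipid droplet intensity inhibited by at least 50%, with more than 500 cells counted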
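Assay system: AML12 hepatocytes (mouse); Probe or stimulus: oleic acid at 100 µM to induce lipid droplet formation; Dosing: compound at 6.5 µM only; Schedule: compound with oleate, overnight; Detection: fluorescence imaging, 20x objective, two fields per well; Measure: % inhibition of lipid droplet signal.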
WT yeast gro inh mutant strain = recorded beside WT yeast gro inh, whose call it bears; inhibition, %; mitochondrial fusion phenotypic screen, mutant strain inhibition
Dynein transport cytoplasmic EGFP = further read-out of Dynein transport, marked with its call; z-score; measured here: cytoplasmic GR-EGFP intensity; active compounds read high
Dynein transport nuclear GR-EGFP = second read-out of Dynein transport, no call of its own (marks repeat the call); z-score; measured here: nuclear GR-EGFP intensity;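 lower value marks the stronger effect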
Dynein transport cell count = further read-out of Dynein transport, marked with its call; z-score; measured here: cell count per field
Insulin prom up cell count = recorded beside Insulin prom up, whose call it bears; cell count; measured here: cytotoxicity, nuclei count;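 total cells summed across four imaged fields per well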
Hep lipid drop cells 6.5 µM = second read-out of Hep lipid drop, no call of its own (marks repeat the call); cell count; measured here: cell count, cytotoxicity flag;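 cells counted across two imaged fields per well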
b-catenin transl cell count 5 µM = recorded beside b-catenin transl, whose call it bears; cell count; measured here: cell count, cytotoxicity flag
MT stabilize HCS Hoechst-high % = further read-out of MT stabilize HCS, marked with its call; % Hoechst-high responders; measured here: nuclear condensation Hoechst responders;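 share of cells brighter than vehicle mean plus two SD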
MT stabilize HCS cytotoxicity % = recorded beside MT stabilize HCS, whose call it bears; toxicity, %; measured here: cytotoxicity by cell density;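 0% = mean cell density of plate MIN control wells and 100% = no cells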
Autophagy mod cell loss 18 h = second read-out of Autophagy mod, no call of its own (marks repeat the call); toxicity, %; measured here: cell loss, nuclei count;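 cell loss after 18 h compound exposure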
Starred values were filed as active, the others as inactive; i = inactive; / = not tested or not shown. An excerpt, so the mix of outcomes need not match the whole.

molecule	Hep lipid drop cells 6.5 µM	Dynein transport nuclear GR-EGFP	Dynein transport	Yfh1-off respiration	Insulin prom up cell count	Autophagy mod cell loss 18 h	WT yeast gro inh mutant strain	Dynein transport cytoplasmic EGFP	NOD2 inhibition	b-catenin transl	Autophagy mod	WT yeast gro inh	b-catenin transl cell count 5 µM	Hep lipid drop	MT stabilize HCS cytotoxicity %	Insulin prom up	Dynein transport cell count	MT stabilize HCS	MT stabilize HCS Hoechst-high %
Cn1c(=O)n(Cc2ccccc2)c(=O)c2c1nc(NCC1CCCO1)n2Cc1ccccc1 (stereo not drawn)	722	0.29	0.37	i	1028	40	0	-0.1	9%	/	i	-11	/	1	9.9	0.08	1.4	2.4	2.8
COC(=O)[C@H](CCSC)NC(=O)Nc1cccc(C)c1C	626	0.43	1.1	i	1213	/	/	-0.26	-9%	-0.7	/	/	1214	2	/	0.29	-0.77	/	/
COc1cccc(/C=C/C(=O)OCC(=O)NCc2ccco2)c1OC	684	-0.42	-0.66	i	1309	7	-4	-0.11	6%	/	i	-3	/	-16	4.5	0.01	0.33	4.9	3.0
COC(=O)C(CCCCN1C(=O)C2C3C=CC(C3)C2C1=O)N1C(=O)C2C3C=CC(C3)C2C1=O (stereo not drawn)	/	0.011	-0.57	i	1356	/	-3	-0.21	6%	-3.0	/	3	771	/	7.9	0.19	0.64	1.2	1.4
COc1ccc(CCNC(=O)CSc2nc3c(c(=O)n(C)c(=O)n3C)n2C(C)C)cc1OC	/	-0.099	-0.24	i	1142	-4	3	-0.38	3%	-3.7	i	-5	910	/	13	0.29	0.02	3.7	1.9
O=C(Nc1ccccc1)NC1CCCCC1	748	1	0.88	i	843	3	-6	0.039	-2%	/	i	4	/	7	3.6	-0.5	-1.7	1.6	1.2
CC(C)Cc1nc2n[nH]c(N)c2c2c1CCC2	781	-0.57	-1.7	i	/	6	17	-0.28	11%	-2.2	i	14	979	8	5.2	/	3.3	4.3	2.2
O=C(/C=C/c1cccc([N+](=O)[O-])c1)NCCN1C(=O)S/C(=C\c2cccnc2)C1=O	635	0.11	-0.62	i	1249	-6	8	-0.16	1%	-2.3	i	-16	1101	-5	11	-0.91	1.3	4.3	3.2
O=C(C[n+]1cc(-c2ccccc2)n2c1CCCCC2)c1ccc(Cl)cc1	496	1.1	1.5	i	812	-1	6	-0.097	9%	0.0	i	12	1109	-4	5.4	-0.36	-1.1	5.0	2.5
CC(=O)c1cc(C#N)c(N2CCCC2)nc1C	662	0.67	-0.087	i	1558	1	5	-0.25	1%	5.8	i	-2	895	16	8.5	0.2	-0.83	3.6	2.0

Among those listed so far, these contain an aryl methoxy group.
molecule	Hep lipid drop cells 6.5 µM	Dynein transport nuclear GR-EGFP	Dynein transport	Yfh1-off respiration	Insulin prom up cell count	Autophagy mod cell loss 18 h	WT yeast gro inh mutant strain	Dynein transport cytoplasmic EGFP	NOD2 inhibition	b-catenin transl	Autophagy mod	WT yeast gro inh	b-catenin transl cell count 5 µM	Hep lipid drop	MT stabilize HCS cytotoxicity %	Insulin prom up	Dynein transport cell count	MT stabilize HCS	MT stabilize HCS Hoechst-high %
COc1cccc(/C=C/C(=O)OCC(=O)NCc2ccco2)c1OC	684	-0.42	-0.66	i	1309	7	-4	-0.11	6%	/	i	-3	/	-16	4.5	0.01	0.33	4.9	3.0
COc1ccc(CCNC(=O)CSc2nc3c(c(=O)n(C)c(=O)n3C)n2C(C)C)cc1OC	/	-0.099	-0.24	i	1142	-4	3	-0.38	3%	-3.7	i	-5	910	/	13	0.29	0.02	3.7	1.9

Going on with the list.
molecule	Hep lipid drop cells 6.5 µM	Dynein transport nuclear GR-EGFP	Dynein transport	Yfh1-off respiration	Insulin prom up cell count	Autophagy mod cell loss 18 h	WT yeast gro inh mutant strain	Dynein transport cytoplasmic EGFP	NOD2 inhibition	b-catenin transl	Autophagy mod	WT yeast gro inh	b-catenin transl cell count 5 µM	Hep lipid drop	MT stabilize HCS cytotoxicity %	Insulin prom up	Dynein transport cell count	MT stabilize HCS	MT stabilize HCS Hoechst-high %
COc1ccc(C2COC(=O)C2=N)c(NC(=O)c2ccc(Cl)cc2)c1 (stereo not drawn)	587	-0.35	-0.074	i	/	9	-6	-0.33	7%	0.1	i	-10	939	18	10	/	0.83	1.0	2.8
CC(C)(C)c1ccc(S(=O)(=O)NCC(=O)Nc2ccc(-c3nc4ccccc4s3)cc2)cc1	762	0.061	-0.14	i	820	-9	-2	-0.095	-48%	-3.0	i	0	1156	1	5.1	0.07	0.3	2.3	1.3
CCOc1ccc(/C=N/NC(=O)C2(O)c3ccccc3-c3ccccc32)cc1	607	0.033	-0.12	i	1547	-15	5	-0.19	0%	-1.2	i	-10	1108	12	7.1	-0.03	0.25	3.0	2.1
O=C(O)c1ccc(N2CCCCC2)cc1	786	0.38	-0.05	i	1207	-3	-16	-0.23	-9%	/	i	-2	/	-20	9.4	-0.19	1	3.9	2.5
COc1ccc(N2CC(C)Cn3c2nc2c3c(=O)n(CCc3ccccc3)c(=O)n2C)cc1 (stereo not drawn)	/	/	/	i	1596	/	/	/	27%	-6.1	/	/	827	/	/	0.66	/	/	/
CC1=CC(c2ccc(Cl)cc2)n2nc(NC(=O)c3ccccc3)nc2N1 (stereo not drawn)	783	0.017	-0.52	i	784	-5	16	-0.25	5%	-2.7	i	13	1205	-1	9.3	0.37	0.51	0.8	1.8
CCOC(=O)/C(C#N)=C/NC(=O)NC(C)(C)C	707	0.16	0.19	i	919	-1	-31	-0.21	9%	-6.4	i	-65	1231	0	3.8	-0.49	-0.24	0.7	1.0
COC(=O)c1c(NC(=O)c2ccccc2)sc(C(N)=O)c1C	699	-0.17	-0.62	i	1553	-5	6	-0.29	-13%	8.6	i	-7	1014	10	3.9	-0.57	0.46	2.7	2.2
CC(=O)c1cn(CCC(C)C)c(=O)[nH]c1=O	681	0.2	0.026	i	1273	2	-27	0.24	-1%	-2.0	i	5	577	-22	6.8	0.11	-0.25	4.4	3.7
CCC(C)c1ccc(O)c(NC(=O)c2ncn[nH]2)c1 (stereo not drawn)	609	-0.29	-0.26	i	1216	-3	2	-0.19	-5%	/	i	2	/	-15	4.0	-0.22	0.78	3.8	2.3

Next section, starting with the last 2 of the part before.
molecule	Hep lipid drop cells 6.5 µM	Dynein transport nuclear GR-EGFP	Dynein transport	Yfh1-off respiration	Insulin prom up cell count	Autophagy mod cell loss 18 h	WT yeast gro inh mutant strain	Dynein transport cytoplasmic EGFP	NOD2 inhibition	b-catenin transl	Autophagy mod	WT yeast gro inh	b-catenin transl cell count 5 µM	Hep lipid drop	MT stabilize HCS cytotoxicity %	Insulin prom up	Dynein transport cell count	MT stabilize HCS	MT stabilize HCS Hoechst-high %
CC(=O)c1cn(CCC(C)C)c(=O)[nH]c1=O	681	0.2	0.026	i	1273	2	-27	0.24	-1%	-2.0	i	5	577	-22	6.8	0.11	-0.25	4.4	3.7
CCC(C)c1ccc(O)c(NC(=O)c2ncn[nH]2)c1 (stereo not drawn)	609	-0.29	-0.26	i	1216	-3	2	-0.19	-5%	/	i	2	/	-15	4.0	-0.22	0.78	3.8	2.3
Cc1cccc(NC(=S)N(CCN(C)C)Cc2cc3cc(C)cc(C)c3[nH]c2=O)c1	602	0.44	0.19	i	1390	-4	15	-0.14	-10%	-1.3	i	-2	1127	-2	9.3	-1.4	-0.83	1.6	2.2
O=C(CCC1CCCC1)NCc1ccccn1	/	0.67	1.2	i	1079	4	20	-0.17	11%	-0.8	i	9	705	/	5.4	1.5	-0.79	1.6	1.6
CN(C)C(=O)COC(=O)/C=C/c1ccccc1[N+](=O)[O-]	761	-0.55	-0.7	i	/	-3	5	-0.23	6%	/	i	0	/	9	0.6	/	0.33	2.9	1.6
Cn1c(OCc2ccco2)nc2c1c(=O)n(Cc1ccc(Cl)c(Cl)c1)c(=O)n2C	733	-0.6	-1.1	i	1930	-7	13	-0.17	-4%	-1.7	i	4	1039	-1	6.9	0.4	0.22	3.2	1.9
Cc1csc(SCCn2c(Br)nc3c2c(=O)[nH]c(=O)n3C)n1	721	0.14	0.17	i	/	7	5	0.48	17%	-3.0	i	1	1212	-24	8.6	/	-0.71	4.8	2.7
COc1ccc(-c2ccc(-c3nnn(CC(=O)N4CCOCC4)n3)cc2)cc1	/	0.08	-0.22	i	1358	-12	1	-0.11	-32%	0.9	i	-1	1095	/	7.4	-0.62	0.7	2.6	2.5
COC(=O)c1cc(Nc2cc(C)c3c(O)cccc3n2)cc(C(=O)OC)c1	/	0.31	-0.27	i	1024	/	/	-0.15	12%	1.0	/	/	1409	/	/	-0.78	-0.36	/	/
O=S(=O)(Cc1ccccc1)c1cnc2ccccc2n1	734	-0.64	-1.6	i	842	11	-11	0.26	11%	2.1	i	-30	1068	4	4.3	1.1	0.88	2.6	1.6
Cc1ccc(Nc2nc(C(=O)NCC3CCCO3)cs2)cc1 (stereo not drawn)	601	2.3	2.6	i	988	/	/	-0.17	-12%	-0.1	/	/	1319	34	/	-0.7	-2.3	/	/
CCOC(=O)Cc1c(C)nc2c(-c3ccc(Cl)cc3)c(C)nn2c1C	674	0.12	-0.0027	i	1358	-4	5	-0.27	4%	0.6	i	8	1552	-7	1.0	0.31	0.48	1.2	1.3

Compound activity as filed in PubChem.
